LMPTP block = blocks human LMPTP phosphatase; 360,000 compounds, 0.22% hits; AID 651560; recombinant LMPTP-A, OMFP fluorogenic substrate, fluorescence intensity; inhibition, % at 20 µM; P24666;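 active means compounds that cut the enzyme signal by at least half of the control window in the single-dose screen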;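 further: plate controls were DMSO wells with enzyme plus substrate for no effect and substrate without enzyme for full effect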
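Test system: LMPTP-A phosphatase enzyme. Amount: LMPTP-A at 0.625 nM final in the reaction. Reagent: OMFP substrate, 400 µM final. Times: 50 min at room temperature. Signal: endpoint fluorescence intensity from OMFP dephosphorylation. Read-out basis: % inhibition. Benchmarks: no-enzyme and uninhibited controls.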
Rpn11 block = Rpn11 (human) deubiquitinase inhibition; calls only at 20 µM; 360,000 compounds, 0.59% hits; human 26S proteasome, Ub4-pepOG fluorescence polarization; 20S core pre-blocked with epoxomicin; O00487;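 active means inhibition at 20 µM, scaled to each plate's controls, above about 33%, limit read from the data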
NadD block = NadD (S. aureus) enzyme inhibition; purified NadD enzyme, colorimetric absorbance read-out; inhibition, % at 20 µM; 360,000 compounds, 0.78% hits; in the data active means inhibition above about 26%; further: some compounds past the cut are filed as inactive
Rin1 Abl inh = human Rin1-Abl interaction inhibition; P00519+Q13671; TR-FRET Rin1/Abl binding, biochemical; inhibition, % at 7.35 µM; 360,000 compounds, 0.4% hits; AID 588664; in the data active means inhibition above about 5%, passing the limit was not always enough
Scp1 inh = blocks human Scp-1 phosphatase activity. Q9GZU7. 340,000 compounds, 0.88% hits. Recombinant Scp1, phosphopeptide, malachite green phosphate absorbance. inhibition, % at 20 µM;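 active means inhibition above about 50% at 20 µM, limit read from the data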;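 further: plate controls were DMSO wells with enzyme for no effect and wells lacking enzyme for full effect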
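Material: truncated SCP-1 phosphatase (76-261aa) / Buffer or medium: 50 mM Tris acetate pH 5.5, 0.005% Tween-20, 10 mM MgCl2 / Compound dosing: one concentration, 20 µM, with 1.0% DMSO / Incubation: 45 min room-temperature reaction, 5 min colour, 30 min stabiliser / Detection: colorimetric free-phosphate detection, absorbance 630 nm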
CSN deneddyl inh = blocks human CSN-mediated cullin deneddylation; Purified CSN, SCF-Nedd8-OG deneddylation, fluorescence polarization; inhibition, % at 12.5 µM; 360,000 compounds, 0.38% hits; AID 651999;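 active means pattern-corrected inhibition above about 35%, with an unprinted fluorescence ratio check between 0.5 and 1.5, limit read from the data, passing the limit was not always enough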;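 further: 0% = enzyme with substrate and 100% = substrate without enzyme; some results filed as inactive read as strong as hits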
Target sequence (Q92905 whole entry, looked up, one chain of several): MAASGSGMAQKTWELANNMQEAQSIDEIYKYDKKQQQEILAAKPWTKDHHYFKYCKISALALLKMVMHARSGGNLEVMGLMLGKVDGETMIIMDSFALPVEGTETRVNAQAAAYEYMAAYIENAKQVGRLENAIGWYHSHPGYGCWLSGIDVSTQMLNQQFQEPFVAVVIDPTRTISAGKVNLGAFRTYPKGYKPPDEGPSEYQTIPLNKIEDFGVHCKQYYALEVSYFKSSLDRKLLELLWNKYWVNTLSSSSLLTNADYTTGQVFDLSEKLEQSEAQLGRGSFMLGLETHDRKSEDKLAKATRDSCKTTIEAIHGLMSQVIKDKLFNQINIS
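Test system: Human Csn5 produced in HEK293T cells | Compound: 12.5 µM single point | Times: 90 min, room temperature | Signal: Fluorescence polarization readout | Read-out basis: % inhibition of substrate cleavage by Csn5 | Controls: no-enzyme wells high, enzyme-with-substrate wells low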
Neddyl block = cullin neddylation inhibition; P61081+Q13564; 360,000 compounds, 0.58% hits; TR-FRET cullin neddylation, biochemical; calls only at 25 µM; in the data active means inhibition above about 36%
Target sequence (P61081 whole entry, looked up): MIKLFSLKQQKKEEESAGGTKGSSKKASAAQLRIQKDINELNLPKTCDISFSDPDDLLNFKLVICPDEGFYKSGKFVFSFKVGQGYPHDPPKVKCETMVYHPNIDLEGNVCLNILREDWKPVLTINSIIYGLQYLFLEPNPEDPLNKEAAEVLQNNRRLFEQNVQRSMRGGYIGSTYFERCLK
Target sequence (Q13564 whole entry, looked up): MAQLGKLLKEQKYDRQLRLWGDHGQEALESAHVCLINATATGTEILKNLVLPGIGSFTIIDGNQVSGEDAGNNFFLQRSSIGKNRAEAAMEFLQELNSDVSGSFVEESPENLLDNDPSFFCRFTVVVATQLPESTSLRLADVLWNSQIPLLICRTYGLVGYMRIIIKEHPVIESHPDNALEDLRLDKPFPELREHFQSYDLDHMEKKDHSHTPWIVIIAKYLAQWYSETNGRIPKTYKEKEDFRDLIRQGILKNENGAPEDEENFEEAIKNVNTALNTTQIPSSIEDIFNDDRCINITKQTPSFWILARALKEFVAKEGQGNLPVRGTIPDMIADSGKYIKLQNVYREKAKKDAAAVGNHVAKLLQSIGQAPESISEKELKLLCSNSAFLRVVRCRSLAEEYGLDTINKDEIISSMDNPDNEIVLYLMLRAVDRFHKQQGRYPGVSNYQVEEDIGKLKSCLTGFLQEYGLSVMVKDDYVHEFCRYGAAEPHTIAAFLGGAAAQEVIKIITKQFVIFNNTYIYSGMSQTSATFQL
SUMO1-SIM PPI = SUMO1-SIM interaction modulation; SUMO1 binding to a labelled peptide, TR-FRET, 1 h; inhibition, % at 20 µM; 360,000 compounds, 0.33% hits; in the data active means inhibition above about 37%
STEP inh = STEP (human) phosphatase inhibition; 360,000 compounds, 0.25% hits; AID 588621; recombinant STEP, OMFP fluorogenic substrate, fluorescence; P54829; inhibition, % at 20 µM;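 active means inhibition at 20 µM, scaled per plate between control wells, above about 37%, limit read from the data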;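 further: 0% = DMSO with enzyme and substrate and 100% = substrate only without enzyme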
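Measure: Control-normalized % inhibition with plate pattern correction | Test system: STEP phosphatase, cell-free reaction | Medium: pH 6.0 Bis-Tris with DTT and Tween 20 | Technique: Fluorescence, 480/540 nm | Times: Reaction 20 min, ambient temperature | Doses: Single compound dose of 20 µM, 1% DMSO final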
DNMT1 inh = DNMT1 (human) enzyme inhibition; 360,000 compounds, 0.83% hits; DNMT1 molecular beacon, Hinp1I cleavage, fluorescence; inhibition (reported as % activation of signal), % at 10 µM; P26358; in the data active means inhibition above about 50%
* hit, by the source's call; i = inactive; . = no result given.

SMILES	LMPTP block	Rpn11 block	NadD block	Rin1 Abl inh	Scp1 inh	CSN deneddyl inh	Neddyl block	SUMO1-SIM PPI	STEP inh	DNMT1 inh
Cn1c(=O)[nH]c(=O)c2c1nc(NC1CCCC1)n2Cc1ccccc1	-1.4	i	-5.2	2.7	-7.3	-1.2	i	-2.5	1.1	3.1
O=C(CC1S/C(=N/N=C/c2cccs2)NC1=O)Nc1ccccc1F (stereo not given)	1.4	i	1.6	-0.1	-0.8	-5.2	i	2.2	-1.1	-8.6
COc1cc(/C=N/O)ccc1OCc1ccc([N+](=O)[O-])cc1	-0.6	i	-3.2	-1.2	-4.6	4.7	i	-10.5	3.4	-0.4
CSCCC(NS(=O)(=O)c1ccccc1F)C(=O)NCC(c1ccco1)N(C)C (stereo not given)	-0.4	i	0.3	1.3	-10.5	-0.8	i	2.7	-2.0	0.3
O=C(CN(Cc1ccccc1)C(=O)CCC(=O)Nc1ccccn1)NCCc1ccccc1	-1.3	i	-7.3	6.0	-7.1	-2.6	i	2.3	-2.5	1.5
CC1c2[nH]c3ccccc3c2C[C@H]2C(=O)N(CCCN(C)C)CC(=O)N12 (stereo not given in full)	-1.8	i	-7.3	-3.1	-5.9	-2.0	i	0.8	-2.0	-1.2
CC(Oc1cccc(Cl)c1)c1ccnc2nc(/N=C/N(C)C)nn12 (stereo not given)	-1.9	i	-6.0	3.4	1.2	-7.0	.	1.3	-2.6	-0.6
COc1ccc(N2CCN(C(=O)c3ccc(-n4nc(C)cc4C)cc3)CC2)cc1	-1.2	i	1.2	-4.0	-2.5	-2.5	i	0.2	-2.9	4.8
CCn1c(CNC(=O)c2cccc(C)c2)nnc1SCC(=O)N1CCOCC1	-1.1	i	-3.5	-2.5	-9.6	-1.7	i	-0.9	-1.7	2.2
COc1cc(C)c(Cl)c(C)c1S(=O)(=O)NCc1ccc2c(c1)OCO2	1.8	i	-7.6	2.0	-4.8	-1.3	i	-0.5	-1.8	-1.9
CN(Cc1ccccc1)CC(O)COc1ccc(CNCCc2cccnc2)cc1 (stereo not given)	1.2	i	-3.9	-1.2	-4.3	5.7	i	0.5	0.8	4.4
Cc1cc(C)n(CCOc2ccc(Cl)cc2Cl)n1	-0.2	i	-5.1	1.2	-4.3	-1.6	i	3.5	3.0	-5.3
Cc1ccc2nc(-c3ccccc3)cc(C(=O)N3CCN(S(=O)(=O)c4c(C)noc4C)CC3)c2c1	1.5	i	15.2	-0.3	2.6	1.7	i	-16.0	2.9	-12.8
CCOC(=O)/C=C1\NC(=O)C(C)S1 (stereo not given)	-1.9	i	-2.0	0.3	-8.0	-1.0	i	3.7	-1.8	-1.4
COc1cccc(/C=N/NC(=O)CCn2c3ccccc3c3ccccc32)c1	1.8	i	-2.2	-6.8	.	-3.4	i	-0.8	1.3	0.3
CCn1ncc(C(=O)Nc2cccc(Cl)c2)c1C	2.1	i	1.4	0.0	-7.8	-4.8	i	1.7	0.8	10.7
COc1ccc(NC(=S)NC(=O)/C=C/c2ccccc2)cc1	-3.1	i	-1.5	1.2	-14.4	2.8	i	3.3	1.8	3.3
COc1ccc2ccccc2c1CNC(=O)CC1C(=O)NCCN1CC(C)(C)C (stereo not given)	-0.8	i	1.4	-5.9	-20.5	3.9	i	-4.9	-1.5	-16.4
COCCn1c(=O)sc2ccccc2c1=O	-0.3	i	-2.5	4.0	-3.3	-2.3	i	-0.9	-1.5	2.7
COCOCCn1cc(CN2CCS(=O)(=O)N(Cc3ccc(-c4ccncc4)cc3)C(C)C2=O)nn1 (stereo not given)	-0.4	i	1.9	-0.5	.	4.7	i	2.6	-1.7	7.3
COc1ccc(N2CCN(C(=O)COC(=O)CNC(=O)c3ccc(C)cc3)CC2)cc1	-0.7	i	-9.2	0.3	-5.8	0.3	i	0.8	3.4	-3.2
Cc1ccccc1NC(=S)NC(=O)c1cncc(Br)c1	0.0	i	-3.3	0.0	-5.3	-4.3	i	2.6	-2.1	-0.1
CCOCCCN(C)C1CCN(C(=O)c2oc3ccccc3c2NC(=O)c2ccc([N+](=O)[O-])cc2)CC1	-0.9	i	-6.5	1.8	-6.3	-0.4	i	-41.2	-3.0	2.0
COc1ccc(OC)c(S(=O)(=O)N2C(C)CCCC2C)c1 (stereo not given)	-1.4	i	1.5	3.0	-6.1	2.9	i	-0.8	1.6	-1.4

An excerpt of these results, with bars between the fields:
Molecule | LMPTP block | Rpn11 block | NadD block | Rin1 Abl inh | Scp1 inh | CSN deneddyl inh | Neddyl block | SUMO1-SIM PPI | STEP inh | DNMT1 inh
COc1ccc(NC(=S)NC(=O)/C=C/c2ccccc2)cc1 | -3.1 | i | -1.5 | 1.2 | -14.4 | 2.8 | i | 3.3 | 1.8 | 3.3
COc1ccc2ccccc2c1CNC(=O)CC1C(=O)NCCN1CC(C)(C)C (stereo not given) | -0.8 | i | 1.4 | -5.9 | -20.5 | 3.9 | i | -4.9 | -1.5 | -16.4
COCCn1c(=O)sc2ccccc2c1=O | -0.3 | i | -2.5 | 4.0 | -3.3 | -2.3 | i | -0.9 | -1.5 | 2.7
COCOCCn1cc(CN2CCS(=O)(=O)N(Cc3ccc(-c4ccncc4)cc3)C(C)C2=O)nn1 (stereo not given) | -0.4 | i | 1.9 | -0.5 | . | 4.7 | i | 2.6 | -1.7 | 7.3

A second format for 2 compounds above:
molecule,LMPTP block,Rpn11 block,NadD block,Rin1 Abl inh,Scp1 inh,CSN deneddyl inh,Neddyl block,SUMO1-SIM PPI,STEP inh,DNMT1 inh
COc1cccc(/C=N/NC(=O)CCn2c3ccccc3c3ccccc32)c1,1.8,i,-2.2,-6.8,.,-3.4,i,-0.8,1.3,0.3
CCn1ncc(C(=O)Nc2cccc(Cl)c2)c1C,2.1,i,1.4,0.0,-7.8,-4.8,i,1.7,0.8,10.7

Following part.
SMILES	LMPTP block	Rpn11 block	NadD block	Rin1 Abl inh	Scp1 inh	CSN deneddyl inh	Neddyl block	SUMO1-SIM PPI	STEP inh	DNMT1 inh
COc1cccc(NC(=O)CN(C)CC(=O)NCC(=O)Nc2ccc(F)cc2)c1	-1.7	i	-1.1	1.0	-4.8	0.2	i	4.2	3.3	-3.9
COc1cccc(-c2nnc(NC(=O)c3ccc(S(=O)(=O)N4CC(C)OC(C)C4)cc3)o2)c1 (stereo not given)	-0.4	i	22.9	-1.1	-2.2	0.4	i	5.8	0.6	-0.7
CN(Cc1ccco1)C(=O)C1CCC(=O)N1Cc1ccc(F)cc1 (stereo not given)	0.6	i	-3.1	3.1	-9.6	-5.0	i	1.2	8.0	0.3
O=C(O)c1ccccc1NCc1ccsc1	-1.2	i	-3.9	-1.4	-1.6	7.5	.	-1.9	-0.5	37.7
CCOC(=O)C[N+](C)(C)CCOC1CC2CCC1(C)C2(C)C (stereo not given)	-2.0	i	-0.6	1.7	1.2	-1.8	i	-0.1	-2.7	-2.0
O=C(NC1CC1)C1CCN(c2ncccn2)CC1	-0.9	i	1.8	-0.2	-1.4	1.8	i	1.7	0.0	-0.7
CC1CC(C)CN(C(=O)C(Cc2ccccc2)NC(=O)c2ccccc2)C1 (stereo not given)	-7.4	i	1.0	1.5	1.0	-4.0	i	-24.5	-1.4	0.0
Cc1ccc(NC(=O)CN2C(=O)S/C(=C\c3ccccn3)C2=O)cc1C	0.6	i	10.4	-4.2	-1.8	-0.2	i	-2.8	-0.5	26.9
Cc1ccccc1NC(=O)CSc1n[nH]c(-c2ccco2)n1	-1.3	i	-0.6	0.3	-7.4	-2.6	i	-0.3	3.5	-1.3
COCOCCn1cc(CN2CCS(=O)(=O)N(Cc3ccc(-c4ccc(C)cc4)cc3)C(C)C2=O)nn1 (stereo not given)	0.1	i	-4.7	-0.7	.	7.4	i	6.6	0.4	-2.9
CCOc1cc(C(=O)Nc2cc(C)on2)cc(OCC)c1OCC	0.3	i	-4.3	2.7	-1.1	-0.6	i	-1.2	-7.0	3.9
CN(Cc1ccccn1)C(=O)c1cc(COc2ccc(F)c(F)c2)on1	-0.1	i	-9.4	2.1	.	2.6	i	-4.5	-4.2	-1.4
CC(C)Oc1ccc(-c2cc(C(=O)NCCN3CCOCC3)c3ccccc3n2)cc1	-0.5	i	-4.6	-1.5	-1.9	1.7	.	-7.7	16.0	-5.9
O=C(CCNC(=O)c1ccccc1Cl)Nc1cc(S(=O)(=O)N2CCOCC2)ccc1N1CCCC1	0.0	i	-0.4	-0.2	-7.2	1.1	i	-1.9	-4.0	0.9
Cn1c(=O)c2c(nc(CN3CCN(c4ccccc4)CC3)n2CCc2ccccc2)n(C)c1=O	0.2	i	7.9	-3.6	-8.1	-3.1	i	-1.0	-1.7	-4.6
COc1ccc(OCC(=O)Nc2cccc(S(=O)(=O)N(C)c3ccccc3)c2)c([N+](=O)[O-])c1	-0.3	i	3.9	-4.9	0.7	0.8	i	-5.3	1.3	5.8
CC(=C/c1ccc(C(C)C)cc1)/C=N/NC(=O)CSc1ccccn1	4.0	i	-3.1	0.4	-4.0	5.5	i	-12.5	1.0	0.6
CCOC(=O)c1cc(C#N)c(SCC(=O)OC)[nH]c1=O	-1.4	i	-4.2	-6.2	-7.9	1.9	i	0.6	1.6	0.6
COc1ccccc1/C=C/C(=O)NCC(=O)N=Nc1c(O)[nH]c2ccccc12	4.2	i	13.7	-8.7	-6.5	1.9	i	-14.9	-0.1	1.3
Cn1cnnc1SC1CCCCC1NS(=O)(=O)c1ccccc1 (stereo not given)	-0.6	i	2.1	0.3	-7.3	-2.6	i	2.6	2.7	4.2
COc1ccc(-n2c(SCC(=O)C(C)(C)C)nc3c(sc(=S)n3-c3ccccc3)c2=O)c(OC)c1	5.8	i	16.2	1.3	-12.3	-4.6	i	1.0	17.5	-6.1
Cc1csc(NC(=O)CN2C(=O)COc3ccc(Cl)cc32)n1	-1.1	i	-0.2	-3.6	-8.0	1.4	i	-1.4	0.4	3.5
CCCc1cc2c(=O)c(-c3ccc4c(c3)OCCO4)coc2cc1OS(C)(=O)=O	3.2	i	-6.1	-2.0	-14.6	-3.2	i	1.7	0.8	-4.2
COC(=O)c1nc2ccccc2s1	-2.0	i	-0.9	-3.1	-6.0	6.6	i	-1.1	1.1	0.8
Cc1ccc(S(=O)(=O)N(C)C)cc1NC(=O)COC(=O)/C(=C/c1ccc(F)cc1)c1cccs1	5.4	i	4.0	-1.4	-13.1	7.2	i	2.9	-0.7	-12.9
COc1ccc(CC(=O)NNC2=Nc3cccc4cccc2c34)cc1	3.0	i	0.2	-0.8	2.7	3.4	i	4.0	-0.1	21.0

Screening results as filed in PubChem.
